Kir21 inh = inhibitors of mouse Kir2.1 inward-rectifier potassium channel; B-score at 10 µM; HEK293-Kir2.1, FluxOR thallium flux fluorescence; stronger effect = lower value; 310,000 compounds, 0.85% hits;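 active = fluorescence ratio B-score at or below minus 3 SD of library scores, with starting-brightness B-score within 2 SD, cut at about -4.2 in these data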;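 also: channel flux triggered by added potassium and thallium sulfate stimulus; B-score of peak minus minimum fluorescence over baseline after thallium stimulus; more negative B-score means stronger Kir2.1 block with less thallium influx; some compounds called inactive have numbers as strong as hits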
Target sequence (P35561 whole entry, looked up): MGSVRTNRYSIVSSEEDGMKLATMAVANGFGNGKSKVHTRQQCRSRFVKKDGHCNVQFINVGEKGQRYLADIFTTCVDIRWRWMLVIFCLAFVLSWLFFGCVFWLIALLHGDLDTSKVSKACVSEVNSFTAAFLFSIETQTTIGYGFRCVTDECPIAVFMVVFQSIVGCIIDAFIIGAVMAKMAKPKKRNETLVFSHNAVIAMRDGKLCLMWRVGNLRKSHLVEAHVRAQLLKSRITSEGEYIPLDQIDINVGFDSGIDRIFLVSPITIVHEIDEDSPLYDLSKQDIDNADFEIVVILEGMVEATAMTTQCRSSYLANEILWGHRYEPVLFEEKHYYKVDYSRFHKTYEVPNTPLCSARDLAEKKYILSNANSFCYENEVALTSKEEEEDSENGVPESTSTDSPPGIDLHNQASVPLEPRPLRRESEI
KCNQ2 block = KCNQ2 channel blockers in CHO-K1 cells – cell-based, FluxOR thallium flux, B-score, primary screen (AID 2156); B-score at 10 µM; O88943; 20 min; stronger effect = lower value; 310,000 compounds, 1.1% hits;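 active = fluorescence ratio B-score at most minus 3 library SDs, with starting brightness B-score within 2 library SDs, cut at about -5.5 in these data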
* marks the source's active call; other numbers are inactive results; i = inactive.

A first look:
Kir21 inh | KCNQ2 block | Structure
-1.8 | i | CC(=O)Nc1ccc(NC(=O)C2CC(=O)N(C(C)C)C2)cc1 (stereo unspecified)
-0.3 | i | O=C(Cc1ccccc1)NCC(=O)Nc1ccccc1Br
-1.5 | i | O=C(CCc1nc2ccccc2c(=O)[nH]1)OCc1ccc(Cl)cc1Cl
-4.4* | i | Fc1ccc(COc2ccc(Br)cc2CNCc2ccncc2)cc1
-1 | i | Cc1ccc(-c2nn(-c3ccccc3)cc2/C=N/NC(=O)c2ccc3c(c2)OCO3)cc1
-0.19 | i | Cn1ccnc1Sc1ccc(/C=N/NC(=O)c2ccccc2O)cc1[N+](=O)[O-]

This part in full, from the start:
Kir21 inh | KCNQ2 block | Structure
-1.8 | i | CC(=O)Nc1ccc(NC(=O)C2CC(=O)N(C(C)C)C2)cc1 (stereo unspecified)
-0.3 | i | O=C(Cc1ccccc1)NCC(=O)Nc1ccccc1Br
-1.5 | i | O=C(CCc1nc2ccccc2c(=O)[nH]1)OCc1ccc(Cl)cc1Cl
-4.4* | i | Fc1ccc(COc2ccc(Br)cc2CNCc2ccncc2)cc1
-1 | i | Cc1ccc(-c2nn(-c3ccccc3)cc2/C=N/NC(=O)c2ccc3c(c2)OCO3)cc1
-0.19 | i | Cn1ccnc1Sc1ccc(/C=N/NC(=O)c2ccccc2O)cc1[N+](=O)[O-]
-1.7 | i | Cc1ccc(-c2nn(-c3ccccc3)cc2/C=C/C(=O)O)o1
-0.04 | i | CC(=O)c1cccc(CN2CCCC(CCC(=O)NCc3ccc(C)o3)C2)c1 (stereo unspecified)
0.28 | i | CCOc1ccc(NC(=S)N2CCN(S(C)(=O)=O)CC2)cc1
0.45 | i | O=C(CSc1ccncc1)Nc1ccc(S(=O)(=O)Nc2nccs2)cc1
-0.06 | i | Cc1nc2ccccc2c2c1C(=O)N(c1ccc(C(=O)O)cc1)C2=O
0.62 | i | Cc1[nH]c(C)c(C(=O)/C=C/c2ccc([N+](=O)[O-])cc2)c1C
0 | i | O=c1[nH]c2ccc(S(=O)(=O)N3CCCCC3)cc2[nH]c1=O
-0.26 | i | Cc1ccc2c(c1)C1CN(C)CCC1N2C(=O)Nc1ccc(Cl)cc1 (stereo unspecified)
-1.4 | i | CC1CCN(C(=O)CSc2nc3ccccc3[nH]2)CC1
0.92 | i | c1cnc(-c2noc(CN3CCN(C4CCCC4)CC3)n2)cn1
0.47 | i | O=C(Cn1cnnn1)OCC(=O)c1ccc(Cl)s1
-2.2 | i | Cc1ccc([N+](=O)[O-])cc1S(=O)(=O)NCCc1c(C)[nH]c2ccccc12
-0.36 | i | COc1cccc(C(=O)Nc2ccc(C(=O)NCC3CCCO3)cc2)c1 (stereo unspecified)
0 | i | O=c1c2ccccc2c(/C=N/NS(=O)(=O)c2ccccc2)c(O)n1-c1ccccn1
-1.1 | i | CCC1C=C(c2ccccc2)C=CN=C1N(CC)CC (stereo unspecified)
1.6 | i | CCc1cc(=O)oc2cc(OCc3ccc(C(=O)O)o3)ccc12
-2.2 | i | O=C(N/N=C/c1cccnc1)c1cc(-c2ccc(Br)cc2)nc2ccccc12
0.43 | i | Cc1ccc(N2CC(NS(=O)(=O)c3cccnc3)CC2=O)cc1 (stereo unspecified)
0.75 | i | Cc1cccc(C)c1NC(=O)NNC(=O)c1cc(C(C)(C)C)nn1Cc1ccccc1

2 records picked at random from those above, as already listed:
Kir21 inh | KCNQ2 block | Structure
-0.3 | i | O=C(Cc1ccccc1)NCC(=O)Nc1ccccc1Br
0 | i | O=c1c2ccccc2c(/C=N/NS(=O)(=O)c2ccccc2)c(O)n1-c1ccccn1

Further results follow.
Kir21 inh | KCNQ2 block | Structure
-0.09 | i | Cc1ccc(S(=O)(=O)N(C)C)cc1NC(=O)COC(=O)c1ccc2c(c1)NC(=O)CS2
-0.18 | i | CCOc1ccc(N(C(=O)/C=C/C(=O)Nc2cc(C)on2)C(C(=O)NC2CCCC2)c2ccccc2C)cc1 (stereo unspecified)
-1 | i | O=C(Cc1ccsc1)NCc1ccccc1F
2 | i | Cc1ccc(C2=NOC(C)(c3nnc(Cc4ccccc4)o3)C2)cc1 (stereo unspecified)
0.04 | i | CCOC(=O)C1(CCOC)CCN(Cc2nc(C(C)C)cs2)CC1
-1.6 | i | NC(=S)N/N=C/c1ccccc1
0.89 | i | O=C(c1cc2ccccc2o1)N1CCN(C/C=C/c2ccccc2)CC1
-2.1 | i | COc1ccc(NC(=O)CSc2nc3ccccc3nc2N2CCOCC2)c(OC)c1
0.16 | i | Cc1ccc2nc(-c3cccc(N)c3)oc2c1
-0.38 | i | COCCN1C(=O)N[C@@H](c2cccc(C(F)(F)F)c2)[C@H](C(C)=O)[C@H]1C
0.14 | i | CCOc1ccc(CC2c3cc(OCC)c(OCC)cc3CCN2C(=O)c2cc(OC)c(OC)c(OC)c2)cc1OCC (stereo unspecified)
0.75 | i | O=C(CCc1nc(-c2ccccc2Cl)no1)Nc1cccnc1
0.63 | i | COc1cccc(-c2csc(N3CCN(C(=O)Nc4ccc(F)cc4)CC3)n2)c1
-0.24 | i | Cc1ccc(N2CCN(S(=O)(=O)N3CCCCC3)CC2)cc1C
-0.1 | i | COCCn1c(=O)c2c(nc3n2CC(C)CN3Cc2ccccc2)n(C)c1=O (stereo unspecified)
-0.54 | i | O=C(NNS(=O)(=O)c1ccc2ccccc2c1)c1cccnc1
0.44 | i | O=C1Nc2ccccc2C12Nc1ccccc1S2 (stereo unspecified)
0.01 | i | O=C1CC(N2CCN(c3ccccc3Cl)CC2)C(=O)N1c1ccccc1 (stereo unspecified)
0.29 | i | O=C(NCc1ccc(Cl)cc1)c1n[nH]c([N+](=O)[O-])c1Cl
-1.8 | i | Cc1ccc(C(=O)NCCc2ccccc2)cc1N1CCCC1=O
0.58 | i | Cc1cccc(NC(=O)C2CCCN(C(=O)Nc3ccccc3)C2)c1C (stereo unspecified)
-2.5 | i | CC(C)c1ccc(/C=C2\SC(=S)N(CCC(=O)NCCCn3ccnc3)C2=O)cc1
0.05 | i | COc1ccccc1NC(=O)Cc1nn(C)c(=O)c2ccccc12
-0.93 | i | COc1ccc(/C=C/C(=O)NCc2c(C)nn(C)c2C)cc1COc1ccc(Br)cc1
0.24 | i | COCC(C)NS(=O)(=O)c1ccccc1 (stereo unspecified)
0.57 | i | COc1ccc(CCNC(=O)c2ccc(Br)cc2)cc1
-1.6 | i | Cc1ccccc1NC(=O)C1C2/C=C\CCCCC21 (stereo unspecified)
2.4 | i | O=S(=O)(NCC(c1cccnc1)N1CCN(c2ccccc2F)CC1)c1cccs1 (stereo unspecified)
0.1 | i | C=CCN(c1ccccc1)S(=O)(=O)c1ccc(Cl)c(C(=O)OCC(=O)N(C)C2CCS(=O)(=O)C2)c1 (stereo unspecified)
-0.46 | i | NC(=Nc1ccccc1)NC(=O)c1nc(Cl)c(N)nc1N
0.19 | i | CCOC(=O)c1c(NC(=O)c2ccco2)sc2c1CCCCC2
-1.1 | i | N#CC1(NC(=O)COC(=O)CCCN=C2NS(=O)(=O)c3ccccc32)CCCCC1
1.7 | i | CC(=O)Nc1ccc(NC(=O)CN2CCN(c3ccccn3)CC2)cc1
0.4 | i | CCSc1nnc(SCC(=O)N2CCN(C(=O)c3ccco3)CC2)s1
-1.3 | i | CCN(CC)CCCNC(=O)c1cc2c(-c3ccc(Cl)cc3)nn(C)c2s1
1.3 | i | Cc1nnc(NC(=O)CCSc2ccc(Cl)cc2)s1
-0.08 | i | Cc1ccc(C)c(S(=O)(=O)Nc2ccc(C(N)=O)cc2)c1
-0.45 | i | CC(=O)NC(=S)Nc1ccccc1F
0 | i | COc1ccccc1C(=O)NCCC(=O)Nc1ncccc1C
-0.79 | i | O=C(COC(=O)/C=C/c1cccc([N+](=O)[O-])c1)NCc1ccco1
-6.1* | i | CCOc1cccc(CNCCO)c1OCc1ccc(Cl)cc1Cl
0.72 | i | CCCN(C(=O)COC(=O)Cn1c(=O)oc2ccccc21)c1c(N)n(Cc2ccccc2)c(=O)[nH]c1=O
0.24 | i | CN1CCN(NC(=O)c2ccc(Cl)c([N+](=O)[O-])c2)CC1
0.65 | i | Cc1ccc(C(=O)OCC(=O)NCC(F)(F)F)cc1C
0.45 | i | O=C(NC1CCN(S(=O)(=O)c2ccccc2)CC1)c1ccc(F)cc1
-1.4 | i | COc1ccc(CC(=O)Nc2cc(S(=O)(=O)N3CCCCC3)ccc2N2CCN(C)CC2)cc1
-0.05 | i | COc1ccc(C(=O)N/C(=C\c2cn(C)c3ccccc23)C(=O)NCCCN2CCOCC2)cc1
0.9 | i | COc1ccc(NC(=O)c2ccc(-c3ccc(C)c4ccccc34)o2)cc1
-1.2 | i | O=C(Nc1ccon1)c1cccc(S(=O)(=O)N2CCCC2)c1
-0.38 | i | COc1cccc(CSc2nc3ccccc3[nH]2)c1

Following part:
Kir21 inh | KCNQ2 block | Structure
0.76 | i | CCn1cc(C(=O)NC2CCCCC2)c(=O)c2cc(S(=O)(=O)N(C)C)ccc21
-1.2 | i | CN1CCN(CCP(=O)(c2ccccc2)c2ccccc2)CC1
0.1 | i | COc1ccc(Cl)cc1NC(=S)N1CCCC1
0.06 | i | CCn1cc(C2N3CC4(C)CN2CC(C)(C3)C4=O)c2ccccc21 (stereo unspecified)
0 | i | Cc1cccc(C)c1NC(=O)C1NC(=O)CC1c1ccccc1 (stereo unspecified)
0.41 | i | O=C(C1CCCO1)N1CCN(C(=S)NC2CC2)CC1 (stereo unspecified)
0.39 | i | COc1cc(C2(c3ccc(O)c(OC)c3)C(=O)N(C)c3ccc(C)cc32)ccc1O
-0.52 | i | Cn1cccc1CC(=O)NNC(=S)Nc1ccc(Cl)cc1Cl
-1.4 | i | C=CC(=O)N1c2ccccc2Sc2ccc(NC(=O)OCC)cc21
-1.7 | i | COc1cc(Cl)ccc1OCc1cc(C(=O)N2CC[C@@H]3CCCC[C@H]3C2)no1
0.95 | i | CNc1cc(C)nc(N2CCOCC2)n1
0.13 | i | CCC(C(=O)N1CCN(C(=O)c2ccco2)CC1)n1sc2ccccc2c1=O (stereo unspecified)
2.9 | i | COC(=O)c1cn(CC(=O)Nc2ccc(F)cc2)c2ccccc12
-1.4 | i | CCCCOP(=O)(c1ccc(N(C)C)cc1)C(O)c1cc(OC)ccc1OC (stereo unspecified)
2.6 | i | N#Cc1ccc(CN2C=NS(=O)(=O)c3ccccc32)cc1
-0.11 | i | Cc1ccc(NC2=NCCCCC2)cc1C
-0.69 | i | CCOc1ccc(NC(=O)CSc2nc3cccnc3n2CCOC)cc1
-0.25 | i | CCOC(=O)N1CCC(NC(=O)C2CCN(C(=O)N3CCOc4ccccc43)CC2)CC1
0.95 | i | O=C(NCc1ccccn1)Nc1ccccc1C(F)(F)F
0.97 | i | CS(=O)(=O)N1N=C(c2cccs2)CC1c1ccccc1O (stereo unspecified)
0.17 | i | Cc1ccc(NC(=O)c2cccc3cccnc23)cc1
-1.9 | i | N/C(=N/OS(=O)(=O)c1ccc([N+](=O)[O-])cc1)c1ccncc1
0.66 | i | C=CCOc1c(Cl)cc(/C=N/O)cc1OC
-0.64 | i | O=S(=O)(c1cccc(C(F)(F)F)c1)c1ccc(O)cn1
0.39 | i | CN(CC(=O)Nc1ccc(F)cc1)C(=O)Cn1nnc(-c2ccccc2)n1
0.09 | i | CCOC(=O)c1sc(NC(=O)C2CC(=O)N(c3ccccc3C)C2)nc1C (stereo unspecified)
-1.1 | i | O=C(c1cccc(F)c1)N1CCN(C(=O)C(c2ccccc2)c2ccccc2)CC1
1.6 | i | O=c1oc2cc(O)c(Cl)cc2c2ccccc12
-0.94 | i | Cc1cccc(-n2c(N)cc(=O)nc2SCC(=O)Nc2nnc(CC(C)C)s2)c1
-2.6 | i | CN(Cc1ccc(F)cc1)C(=O)c1ccc(NS(=O)(=O)c2ccccc2)cc1
0.22 | i | NS(=O)(=O)c1ccc(NC(=S)NC(=O)C2CCCCC2)cc1
-1.5 | i | O=C(NCCN1CCCC1)c1ccc2c(c1)N(Cc1ccc(F)cc1)C(=O)c1ccccc1S2=O (stereo unspecified)
1.7 | i | Cc1cc2c(=O)n(Cc3ccco3)c(SCC(=O)c3ccc(Cl)s3)nc2s1
2 | i | O=C(Nc1ccccc1)/C(=C/c1ccc(F)cc1)NC(=O)c1ccco1
-0.49 | i | OC(COCC1COc2ccccc2O1)CN1CCN(c2ccccc2F)CC1 (stereo unspecified)
0.08 | i | CCCN(CC1CC1)C(=O)Nc1ccccc1C
-0.53 | i | COc1ccccc1N1CCN(C(=O)Oc2ccccc2)CC1
0.36 | i | CCN(CC)c1ccc(NC(=O)CCN2C(=O)c3ccccc3S2(=O)=O)c(C)c1
-0.29 | i | O=C(O)Cn1c(=O)c2c3c(sc2n(Cc2ccc(F)cc2)c1=O)CCCC3
2.7 | i | CCN(CC)CCCNC(=O)Cn1cnc2ccc(S(=O)(=O)N3CCC(C)CC3)cc2c1=O
-4.2 | i | O=C(CNS(=O)(=O)c1ccc(Br)cc1)NC1CCCC1
-2.4 | i | Nc1nnc(-c2ccccc2)c(-c2ccccc2)n1
0.25 | i | CCCc1nnc(NC(=O)CCC(=O)N2CCN(S(=O)(=O)c3ccc(OC)cc3)CC2)s1
0.83 | i | CCc1nnc(SCC(=O)Nc2ccc(C(C)=O)cc2)nc1CC
-0.14 | i | COc1cc(NC(=O)c2ccc3c(c2)OCCO3)ccc1NC(=O)c1ccco1
-1.7 | i | Cc1ccc(S(=O)(=O)N(C)CC(=O)NCCc2c[nH]c3ccccc23)cc1
-2 | i | O=C(NNc1ccc(F)cc1F)c1c(F)cccc1Cl
-3.2 | i | O=C(CN1CCCN(S(=O)(=O)c2ccc(Br)cc2)CC1)Nc1ccc2c(c1)OCO2

Screening data deposited in PubChem BioAssay by Johns Hopkins Ion Channel Center.

Not a hit list. Share with any hit: about 1.9%.
